Screening data: PubChem, several laboratories
GC-B act – human GC-B receptor activators, primary screen, HEK293 GC-B cells, cGMP TR-FRET, EC30 CNP | Atrial natriuretic peptide receptor 2 (Homo sapiens), P20594 | AID 1920062, 2024 | actives 0.11% (n = 370,000) | 0% at EC30 CNP, 100% saturating CNP | activation, % at 10 µM;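 active = activation at 10 µM reaching about 35% in either raw or pattern-adjusted values, limit read from the data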
Target sequence (P20594 whole entry, looked up): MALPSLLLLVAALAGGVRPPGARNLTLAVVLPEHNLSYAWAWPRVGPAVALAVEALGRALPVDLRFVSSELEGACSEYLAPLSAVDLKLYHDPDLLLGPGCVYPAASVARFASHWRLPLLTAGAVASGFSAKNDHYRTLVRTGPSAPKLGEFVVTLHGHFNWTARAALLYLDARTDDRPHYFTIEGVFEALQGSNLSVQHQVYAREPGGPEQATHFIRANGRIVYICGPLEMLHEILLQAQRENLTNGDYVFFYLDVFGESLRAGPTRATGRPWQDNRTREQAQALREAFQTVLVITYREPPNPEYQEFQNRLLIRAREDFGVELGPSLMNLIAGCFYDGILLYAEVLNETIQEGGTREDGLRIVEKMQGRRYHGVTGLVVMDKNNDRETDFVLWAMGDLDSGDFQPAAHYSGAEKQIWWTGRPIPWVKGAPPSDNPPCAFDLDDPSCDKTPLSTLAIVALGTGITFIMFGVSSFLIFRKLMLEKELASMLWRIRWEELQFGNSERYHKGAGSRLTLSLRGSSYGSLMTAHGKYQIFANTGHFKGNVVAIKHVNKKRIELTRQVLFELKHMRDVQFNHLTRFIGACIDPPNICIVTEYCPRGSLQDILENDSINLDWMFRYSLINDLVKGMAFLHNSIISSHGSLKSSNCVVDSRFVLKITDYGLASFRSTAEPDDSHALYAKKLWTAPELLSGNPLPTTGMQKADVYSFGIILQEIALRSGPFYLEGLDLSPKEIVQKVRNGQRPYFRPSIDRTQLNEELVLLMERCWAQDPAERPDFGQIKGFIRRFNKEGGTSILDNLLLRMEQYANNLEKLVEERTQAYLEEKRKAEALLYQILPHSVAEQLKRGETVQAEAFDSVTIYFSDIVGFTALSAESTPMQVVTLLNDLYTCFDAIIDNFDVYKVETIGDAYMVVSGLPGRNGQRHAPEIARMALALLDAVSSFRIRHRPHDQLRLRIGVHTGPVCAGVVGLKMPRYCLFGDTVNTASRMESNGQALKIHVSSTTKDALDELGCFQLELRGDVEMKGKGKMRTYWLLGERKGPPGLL
GC-A act – GC-A stimulated cGMP production enhancers – HEK293 GC-A cells, cGMP TR-FRET, EC30 ANP, primary screen. 0% at EC30 ANP, 100% saturating ANP. actives 0.14% (n = 370,000). activation, % at 10 µM. AID 1671463, 2021; in the data active = activation above about 40%
UHRF1 binding – UHRF1 methylated DNA binding inhibitors, primary screen, counter-screen for MBD2 inhibitor project, biochemical, TR-FRET, human UHRF1, single concentration. E3 ubiquitin-protein ligase UHRF1 (Homo sapiens), Q96T88. UHRF1 binding to methylated oligo. inhibition, % at 4.4 µM. actives 0.75% (n = 370,000). AID 687016, 2013; in the data active = inhibition above about 21%;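 also: UHRF1 SRA domain binding a hemimethylated CpG hairpin DNA probe; 0% = median of test compound wells and 100% = reference inhibitor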
rCAG RNA binder – binders of r(CAG) RNA repeats, primary screen, biochemical, fluorescence; r(CAG) RNA repeat, TO-PRO-1 dye displacement fluorescence; inhibition, % at 3 µM; actives 1.3% (n = 370,000);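 active = inhibition above the plate cutoff, the mean of all test compounds on that plate plus 3 SD, cut at about 35% in these data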;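 also: 0% = DMSO alone and 100% = 100 µM mitoxantrone as full dye displacement; higher means more dye released from RNA so lower well fluorescence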
HTRA1 inhibitor – HTRA1 serine protease inhibitors, primary screen, biochemical, fluorescence polarization, HTS | Q92743 | recombinant HTRA1, FP-rhodamine activity-based probe | inhibition, % at 5.96 µM | actives 0.5% (n = 340,000) | AID 504803, 2011; in the data active = inhibition above about 36%;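 also: 0% = enzyme with DMSO and 100% = wells lacking enzyme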
ABHD4 inh – ABHD4 inhibitors, primary screen, biochemical, fluorescence polarization, mouse; (Lyso)-N-acylphosphatidylethanolamine lipase (Mus musculus), Q8VD66; purified mABHD4, FP-Rh probe fluorescence polarization; inhibition, % at 8.92 µM; actives 0.54% (n = 370,000); AID 720543, 2013;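 active = inhibition exceeding the mean over every tested compound plus 3 SD, cut at about 30% in these data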;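 also: 0% = plate median of compound wells and 100% = S159A mutant with DMSO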
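assay system = mABHD4 protein | compound dosing = single nominal dose of 8.92 µM, 0.89% DMSO final | read-out basis = percent inhibition of probe binding, normalized to plate controls | schedule = Enzyme–compound pre-incubation 45 min, then probe 60 min, both 25 °C | detection = fluorescence polarization, excitation 525 nm, emission 598 nm, BODIPY TMR filters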
MBD2 inh – inhibitors of MBD2 binding to methylated DNA, primary screen, biochemical, TR-FRET, DNA-binding domain, human; Methyl-CpG-binding domain protein 2 (Homo sapiens), Q9UBB5; MBD2 binding to methylated oligonucleotide; inhibition, % at 4.4 µM; actives 0.31% (n = 370,000); AID 686964, 2013; in the data active = inhibition above about 13%
SIAE primary – human SIAE inhibitors, primary screen, biochemical, fluorescence polarization, FP-Rh probe, 1536-well HTS | Sialate O-acetylesterase (Homo sapiens), Q9HAT2 | SIAE FP-Rh probe binding | inhibition, % at 9.66 µM | actives 0.69% (n = 370,000);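 active = inhibition above a cutoff: mean of compounds within the control limits plus 3 SD of those, cut at about 17% in these data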;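 also: 0% = plate median of compound wells and 100% = probe without SIAE protein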
TCR CD3 inh – inhibitors of human TCR-CD3 interaction, primary screen, biochemical, fluorescence, TAMRA-labeled TCR probe; T-cell receptor (TCR); inhibition, % at 9.4 µM; actives 0.37% (n = 360,000); AID 651800, 2012; in the data active = inhibition above about 19%;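 also: recombinant mutant TCR 2C K166C tagged with TAMRA read by polarization; 0% = receptor in buffer alone and 100% = receptor with positive control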
PRMT1 inh – PRMT1 methyltransferase inhibitors, primary screen, biochemical, fluorescence polarization | recombinant PRMT1, activity-based probe fluorescence polarization | inhibition, % at 2.79 µM | Protein arginine N-methyltransferase 1 (Homo sapiens), Q99873 | AID 652257, 2013 | actives 1.3% (n = 370,000);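 active = inhibition above about 21% made by adding two undisclosed values, limit read from the data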
* marks the source's active call; other numbers are inactive results. The list is partial, so the mix of outcomes need not match the whole.

CSCCNC(=O)C1(C)CCN1C(=O)c1ccc(C(C)(C)C)cc1 (stereo unspecified) was read as GC-B act 6, GC-A act 2, UHRF1 binding 1, rCAG RNA binder 1, ABHD4 inh -6, MBD2 inh -4, SIAE primary -4, TCR CD3 inh 3 and PRMT1 inh 0.
CCN(CC)c1ccc(S(=O)(=O)N2CCOCC2)cc1NC(=O)c1cc(=O)c2ccccc2o1 was read as GC-B act 7, GC-A act 5, UHRF1 binding 6, rCAG RNA binder 2, HTRA1 inhibitor -4, ABHD4 inh -2, MBD2 inh 7, SIAE primary -7, TCR CD3 inh -3 and PRMT1 inh 8.
Screening Cc1ccc(C(=O)NCc2ccccc2)c(F)c1F returned GC-B act 2, GC-A act 4, UHRF1 binding 2, rCAG RNA binder -2, HTRA1 inhibitor 3, ABHD4 inh -1, MBD2 inh -1, SIAE primary -3, TCR CD3 inh 1 and PRMT1 inh 4.
Screening CCOC(=O)N1CCN(c2c(NCCCN3CCCC(C)C3)c(=O)c2=O)CC1 (stereo unspecified) returned GC-B act -1, GC-A act 3, UHRF1 binding 0, rCAG RNA binder 2, HTRA1 inhibitor -3, ABHD4 inh 1, MBD2 inh 0, SIAE primary 0, TCR CD3 inh -2 and PRMT1 inh -3.
`O=C(Nc1nc(-c2ccc3c(c2)OCO3)cs1)C1CC1` gave GC-B act 0, GC-A act 26, UHRF1 binding 5, rCAG RNA binder 2, HTRA1 inhibitor -1, ABHD4 inh 8, MBD2 inh 5, SIAE primary 0, TCR CD3 inh -3 and PRMT1 inh 2.
CCn1c(SCC(=O)OC)nc2cc(S(=O)(=O)N3CCOCC3)ccc21 was read as GC-B act 8, GC-A act 2, UHRF1 binding 0, rCAG RNA binder -2, HTRA1 inhibitor 6, ABHD4 inh 3, MBD2 inh -5, SIAE primary 2, TCR CD3 inh -3 and PRMT1 inh 0.
`O=C(CN1CCN(Cc2ccccc2)CC1)Nc1nnc(C(F)(F)F)s1` gave GC-B act 2, GC-A act 3, UHRF1 binding -2, rCAG RNA binder 10, HTRA1 inhibitor 2, ABHD4 inh -2, MBD2 inh -2, SIAE primary 7, TCR CD3 inh 2 and PRMT1 inh -4.
CCOc1ccc(S(=O)(=O)N(CC)CC(=O)N2CCOCC2)cc1C was read as GC-B act 2, GC-A act 3, UHRF1 binding 0, rCAG RNA binder -4, HTRA1 inhibitor 5, ABHD4 inh -13, MBD2 inh 7, SIAE primary -4, TCR CD3 inh -5 and PRMT1 inh 5.
Screening CSc1ccc(S(=O)(=O)NCC(=O)OCC(=O)N2CC(C)CC(C)C2)cc1[N+](=O)[O-] (stereo unspecified) returned GC-B act -2, GC-A act -4, UHRF1 binding 15, rCAG RNA binder 5, HTRA1 inhibitor -9, ABHD4 inh 0, MBD2 inh -6, SIAE primary 12, TCR CD3 inh 8 and PRMT1 inh 0.
COc1ccc(C(=O)OCc2nc(N)nc(Nc3ccccc3C)n2)cc1OC was read as GC-B act -6, GC-A act 0, UHRF1 binding 5, rCAG RNA binder -2, HTRA1 inhibitor -8, ABHD4 inh 6, MBD2 inh 4, SIAE primary -1, TCR CD3 inh -5 and PRMT1 inh -3.
`CC(=O)c1ccc(NC(=S)N(CCCN(C)C)Cc2ccccc2)cc1` gave GC-B act 2, GC-A act 0, UHRF1 binding -1, rCAG RNA binder -3, HTRA1 inhibitor 0, ABHD4 inh 4, MBD2 inh 1, SIAE primary -2, TCR CD3 inh 7 and PRMT1 inh -1.
For CCCS(=O)(=O)c1nc(S(=O)(=O)c2ccc(C)cc2)c(N2CCOCC2)s1 the results were GC-B act 6, GC-A act 1, UHRF1 binding 1, rCAG RNA binder -4, HTRA1 inhibitor 2, ABHD4 inh 6, MBD2 inh -2, SIAE primary 7, TCR CD3 inh 0 and PRMT1 inh -2.
Screening CC1CC(C)CN(CCCNC(=O)c2ccc(CS(=O)(=O)Cc3cccc(Cl)c3)o2)C1 (stereo unspecified) returned GC-B act -4, GC-A act -2, UHRF1 binding 0, rCAG RNA binder -3, HTRA1 inhibitor 2, ABHD4 inh 5, MBD2 inh -7, SIAE primary 1, TCR CD3 inh 2 and PRMT1 inh 4.
`O=C(Nc1ccc(N2CCOCC2)cc1)c1ccc([N+](=O)[O-])o1` gave GC-B act 0, GC-A act -4, UHRF1 binding 1, rCAG RNA binder -1, HTRA1 inhibitor 3, ABHD4 inh 2, MBD2 inh -4, SIAE primary 4, TCR CD3 inh -2 and PRMT1 inh 4.
For NC(=O)CN1C(=O)C2C3c4ccccc4C(c4ccccc43)C2C1=O (stereo unspecified) the results were GC-B act -12, GC-A act -12, UHRF1 binding 0, rCAG RNA binder 1, HTRA1 inhibitor -2, ABHD4 inh 2, MBD2 inh 2, SIAE primary 6, TCR CD3 inh -7 and PRMT1 inh 1.
`COc1cc(OC)cc(C(=O)Nc2ccc(NC(=O)c3ccco3)c(C)c2)c1` gave GC-B act 2, GC-A act -4, UHRF1 binding -4, rCAG RNA binder 11, HTRA1 inhibitor -26, ABHD4 inh -11, MBD2 inh -1, SIAE primary -2, TCR CD3 inh 3 and PRMT1 inh -5.
`CCCC(=O)OC1CCS(=O)(=O)c2sccc21` (stereo unspecified) gave GC-B act -2, GC-A act -1, UHRF1 binding -1, rCAG RNA binder 0, HTRA1 inhibitor 7, ABHD4 inh 2, MBD2 inh 6, SIAE primary 0, TCR CD3 inh 2 and PRMT1 inh 3.
`CN(C)C1(CN=Cc2cc(Cl)cc([N+](=O)[O-])c2O)CCCCC1` gave GC-B act 4, GC-A act -4, UHRF1 binding -4, rCAG RNA binder 34, HTRA1 inhibitor 34, ABHD4 inh 36*, MBD2 inh -7, SIAE primary 8, TCR CD3 inh -7 and PRMT1 inh 12.
`Cn1c(=O)c(Cc2ccccc2)c(O)c2ccccc21` gave GC-B act 2, GC-A act 6, UHRF1 binding 6, rCAG RNA binder 1, HTRA1 inhibitor 2, ABHD4 inh 3, MBD2 inh 0, SIAE primary 1, TCR CD3 inh -2 and PRMT1 inh -2.
For CCOC(=O)C1CCN(S(=O)(=O)c2ccc(-c3nc4ccccc4s3)s2)CC1 the results were GC-B act -1, GC-A act -4, UHRF1 binding -1, rCAG RNA binder 8, ABHD4 inh -2, MBD2 inh 4, SIAE primary -1, TCR CD3 inh 8 and PRMT1 inh 0.
For COCCCNC(=O)c1c(N)n(/N=C/c2ccccn2)c2nc3ccccc3nc12 the results were GC-B act -4, GC-A act -8, UHRF1 binding -1, rCAG RNA binder 3, HTRA1 inhibitor -12, ABHD4 inh -8, MBD2 inh -3, SIAE primary -10, TCR CD3 inh 3 and PRMT1 inh -2.
For COc1ccc2c(c1)OC[C@H]1[C@H]2N2C(=O)CN(Cc3ccc(F)cc3)C(=O)[C@@]2(C)[C@H]1c1ccccc1 the results were GC-B act -10, GC-A act -3, UHRF1 binding 1, rCAG RNA binder 0, HTRA1 inhibitor -40, ABHD4 inh -16, MBD2 inh -4, SIAE primary -1, TCR CD3 inh -3 and PRMT1 inh -1.
`CN(C(=O)COC(=O)/C=C/c1cn(-c2ccccc2)nc1-c1ccc2c(c1)OCCO2)C1CCS(=O)(=O)C1` (stereo unspecified) gave GC-B act 2, GC-A act -9, UHRF1 binding 2, rCAG RNA binder 12, HTRA1 inhibitor -50, ABHD4 inh -25, MBD2 inh 2, SIAE primary -29, TCR CD3 inh 0 and PRMT1 inh 3.
C/C(Cc1ccccc1)=N\NC(=O)CNC(=O)c1ccccc1O was read as GC-B act 0, GC-A act -1, UHRF1 binding -1, rCAG RNA binder 7, HTRA1 inhibitor -2, ABHD4 inh -6, MBD2 inh -2, SIAE primary 6, TCR CD3 inh 4 and PRMT1 inh -4.
Screening COc1cc2[nH]c(C(=O)N3CCC(Cc4ccccc4)CC3)cc2c(OC)c1OC returned GC-B act 4, GC-A act 3, UHRF1 binding 1, rCAG RNA binder -5, HTRA1 inhibitor -9, ABHD4 inh -7, MBD2 inh -2, SIAE primary 6, TCR CD3 inh -2 and PRMT1 inh 0.
Screening CCOc1ccc(C(=O)Nc2cccc(C(C)=O)c2)cc1[N+](=O)[O-] returned GC-B act 1, GC-A act 1, UHRF1 binding -1, rCAG RNA binder -1, HTRA1 inhibitor 0, ABHD4 inh 3, MBD2 inh -3, SIAE primary -3, TCR CD3 inh 1 and PRMT1 inh 0.

Taken from the results shown, three compounds:
C/C(Cc1ccccc1)=N\NC(=O)CNC(=O)c1ccccc1O was read as GC-B act 0, GC-A act -1, UHRF1 binding -1, rCAG RNA binder 7, HTRA1 inhibitor -2, ABHD4 inh -6, MBD2 inh -2, SIAE primary 6, TCR CD3 inh 4 and PRMT1 inh -4.
Screening COc1cc2[nH]c(C(=O)N3CCC(Cc4ccccc4)CC3)cc2c(OC)c1OC returned GC-B act 4, GC-A act 3, UHRF1 binding 1, rCAG RNA binder -5, HTRA1 inhibitor -9, ABHD4 inh -7, MBD2 inh -2, SIAE primary 6, TCR CD3 inh -2 and PRMT1 inh 0.
Screening CCOc1ccc(C(=O)Nc2cccc(C(C)=O)c2)cc1[N+](=O)[O-] returned GC-B act 1, GC-A act 1, UHRF1 binding -1, rCAG RNA binder -1, HTRA1 inhibitor 0, ABHD4 inh 3, MBD2 inh -3, SIAE primary -3, TCR CD3 inh 1 and PRMT1 inh 0.
